PME-1 inh – blocks human protein phosphatase methylesterase 1 | Q9Y570 | recombinant PME-1, FP-Rh probe fluorescence polarization | inhibition, % at 5.9 µM | actives 0.53% (n = 320,000) | AID 2130;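 active = inhibition above the campaign mean of all compounds plus 3 SD, cut at about 26% in these data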;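 note: competitive labeling of PME-1 active site by serine hydrolase directed probe; 0% = PME-1 with DMSO and 100% = wells lacking PME-1 enzyme; inhibitors block probe labeling so polarization falls and inhibition rises; many of its hits are not listed in these tables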
Fam108B counter – counter-screen for RBBP9 inhibitors: inhibitors of mouse Fam108B. AID 1947. inhibition, % at 9.51 µM. recombinant Fam108B, FP-Rh probe fluorescence polarization. actives 0.33% (n = 300,000);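 active = inhibition above the screen mean inhibition plus 3 SD, computed separately per campaign, cut at about 18% in these data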;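 note: inhibitors lower polarization as less probe binds the enzyme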
VLA-4 inh – inhibition in a human VLA-4 binding assay; VLA-4 expressing cells, ligand binding flow cytometry; P13612; actives 0.2% (n = 330,000); inhibition, % (about 7 µM as worked out from the volumes in the protocol); AID 2557; in the data active = inhibition above about 50%
Target sequence (P13612 whole entry, looked up): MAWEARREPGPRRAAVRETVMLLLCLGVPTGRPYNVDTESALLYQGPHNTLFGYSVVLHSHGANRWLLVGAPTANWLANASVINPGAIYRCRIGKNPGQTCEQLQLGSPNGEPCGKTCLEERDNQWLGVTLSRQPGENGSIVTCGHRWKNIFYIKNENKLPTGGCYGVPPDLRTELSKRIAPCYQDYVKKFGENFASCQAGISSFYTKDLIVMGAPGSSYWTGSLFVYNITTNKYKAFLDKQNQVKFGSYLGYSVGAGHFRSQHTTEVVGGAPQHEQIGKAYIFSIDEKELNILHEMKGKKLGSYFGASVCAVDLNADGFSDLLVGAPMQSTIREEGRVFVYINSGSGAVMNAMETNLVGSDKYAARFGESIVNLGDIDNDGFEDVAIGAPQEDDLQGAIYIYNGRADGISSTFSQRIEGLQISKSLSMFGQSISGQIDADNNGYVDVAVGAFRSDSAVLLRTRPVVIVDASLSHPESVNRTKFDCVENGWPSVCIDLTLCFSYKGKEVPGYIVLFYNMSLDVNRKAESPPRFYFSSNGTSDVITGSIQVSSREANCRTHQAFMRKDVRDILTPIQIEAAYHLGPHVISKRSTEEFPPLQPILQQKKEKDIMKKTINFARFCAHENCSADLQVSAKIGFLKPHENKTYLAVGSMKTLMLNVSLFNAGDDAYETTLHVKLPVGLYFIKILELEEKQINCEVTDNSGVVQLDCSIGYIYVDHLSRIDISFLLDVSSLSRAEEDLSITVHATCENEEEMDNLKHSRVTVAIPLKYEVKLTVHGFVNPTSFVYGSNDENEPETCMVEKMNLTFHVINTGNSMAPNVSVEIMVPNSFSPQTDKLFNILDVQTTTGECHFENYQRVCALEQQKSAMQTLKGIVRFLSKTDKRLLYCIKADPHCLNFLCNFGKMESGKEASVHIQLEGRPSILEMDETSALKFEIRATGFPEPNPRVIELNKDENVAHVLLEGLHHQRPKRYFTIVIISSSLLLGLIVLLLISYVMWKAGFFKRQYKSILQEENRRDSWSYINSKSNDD
MEX-5 binding – C. elegans MEX-5 TCR-2 RNA binding activity; actives 0.38% (n = 300,000); Q9XUB2; activity score (negative = inhibition of binding), % at 10 µM; MEX-5/FITC-TCR2 RNA binding, fluorescence polarization; hits give low values;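 active = inhibition past about -25% in most replicates, and total fluorescence under double the plate's negative control median, limit read from the data; inconclusive = replicates evenly split on the limit, or fluorescence at least double controls; inactive = too little inhibition in most replicates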;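 note: 0% = DMSO and -100% = 5 µM competing unlabeled TCR2 RNA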
MCL1 BIM primary – disrupts human MCL1 binding to BIM-BH3 peptide; Q07820; GST-MCL1 / FITC-Bim-BH3 fluorescence polarization; inhibition, % at 10.9 µM; actives 0.68% (n = 320,000);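 active = inhibition above the mean inhibition of all tested compounds plus 3 SD, set per campaign, cut at about 40% in these data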;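 note: 0% = DMSO wells and 100% = unlabeled Bim-BH3 peptide control; higher means more loss of mP so more displacement of Bim peptide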
Efflux pump mplx – antifungal efflux pump inhibition, Nile Red retention; S. cerevisiae Candida pump triplex; actives 0.44% (n = 330,000); inhibition, % at 10 µM;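 active = plate passing quality check with inhibition over a set limit, or well fluorescence over plate mean plus 4 SD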;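 note: Nile Red retained in pooled yeast measured as flow cytometry median fluorescence; 0% = buffer negative control and 100% = Enniatin B positive control; higher means more Nile Red kept so more efflux inhibition; some compounds called inactive have numbers as strong as hits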
GLD-1 RNA inh – GLD-1-TGE RNA interaction inhibition (C. elegans) | inhibition, % at 5.96 µM | AID 2280 | purified GLD-1 + fluorescein TGE RNA, fluorescence polarization | Q17339 | actives 0.44% (n = 320,000);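 active = percent inhibition above a per-plate cutoff, the plate mean of test compounds plus 3 SD, cut at about 30% in these data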;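 note: 0% = DMSO wells with GLD-1 and probe and 100% = wells lacking GLD-1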
GRK2 aptamer HTS – blocks RNA aptamer binding to human GRK2. inhibition of aptamer binding, % at 10 µM. bead flow cytometry, FAM-aptamer displacement from GRK2. AID 488847. P25098. actives 0.59% (n = 330,000);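 active = inhibition of aptamer binding above 40%, roughly 3 SD of noise, on plates passing a quality check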;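 note: median bead fluorescence of bound FAM aptamer so fluorescent compounds give negative values; no value below 0 was filed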
Bcl-xL primary – Bcl-xL (human) inhibition | AID 2129 | GST-Bcl-xL / FITC-Bim BH3 peptide fluorescence polarization | Q07817 | inhibition, % at 10.9 µM | actives 0.7% (n = 320,000);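 active = inhibition above the mean of all tested compounds plus 3 SD, cutoff set per campaign, cut at about 30% in these data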;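 note: 0% = DMSO wells and 100% = unlabeled Bim-BH3 peptide competitor; inhibitors lower millipolarization by displacing the labeled peptide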
Numbers without * were called inactive; u = inconclusive; x = no result given. Some of the compounds tested; rates above refer to the full screens.

SMILES	PME-1 inh	Fam108B counter	VLA-4 inh	MEX-5 binding	MCL1 BIM primary	Efflux pump mplx	GLD-1 RNA inh	GRK2 aptamer HTS	Bcl-xL primary
CCN(CC)C(=O)CSC(=Nc1ccccc1F)NC#N	7	3	-16	6.9	-9	0.1	-5	0	-8
C=CCn1c(/N=C/c2ccc3c(c2)OCO3)nc2ccccc21	3	1	-7	0.3	7	-0.1	6	0	7
COc1ccccc1/C=C/C=N/NC(=O)Cc1cccn1C	1	6	0	1.7	-8	0.4	0	2	3
O=C(Cn1cc(C(F)(F)F)cc(Cl)c1=O)Nc1cccc(S(=O)(=O)N2CCCCC2)c1	-1	x	0	x	3	-0.2	6	0	-1
O=C(CC1SC(N2CCCCC2)=NC1=O)Nc1ccc(C(=O)NCc2ccccc2)cc1 (stereo not given)	x	x	5	x	x	0.1	-1	0	x
Nc1nnc(SCC(=O)Nc2ccc3nc(SCC(=O)Nc4ccccc4)sc3c2)s1	-3	1	7	-10	-2	-0.1	-5	0	0
C/C(=N\NC(=O)C1(C)CC1(Br)Br)c1cccc(NC(=O)C2CCC2)c1 (stereo not given)	0	-1	15	-1.0	10	0.0	0	0	5
COc1ccc(-n2nnnc2SCC(=O)N2CCCC2)cc1OC	-5	3	-4	-1.0	-2	0.0	-4	0	1
COc1ccc(C)cc1NC(=O)CN(c1ccc(F)cc1)S(C)(=O)=O	-4	-1	-9	-1.2	-5	0.2	0	2	-1
COc1cccc(OC)c1C(=O)Nc1c(C(=O)N2CCN(C)CC2)oc2ccccc12	7	-3	2	1.6	-2	0.0	1	0	-2
COc1ccc(CN2CCNC(=O)C2CC(=O)NC2CCOCC2)c(F)c1 (stereo not given)	x	x	17	-6.9	x	0.1	x	0	x
CCCCCCCCSc1nnc(-c2ccc(OC)cc2)o1	-6	0	-2	2.4	-8	0.1	-3	0	-4
Cc1ccc(NS(=O)(=O)c2ccc(C(=O)NCCCN3CCCC3=O)cc2)cc1C	2	1	20	-0.7	-3	0.0	3	0	0
c1ccc(-c2nnc(C3CC(c4ccncc4)=NO3)o2)cc1 (stereo not given)	2	-1	x	-2.2	-7	x	5	x	-2
Cn1c(=O)oc2cc(S(=O)(=O)N3CCCC(C(=O)Nc4ccc5c(c4)OCCO5)C3)ccc21 (stereo not given)	1	1	31	x	4	0.1	-1	0	3
COc1ccc(-c2nnc(-c3ccccc3O)o2)cc1	0	-2	9	0.7	8	0.0	7	1	6
CC(OC(=O)c1ccco1)C(=O)Nc1ncc(Cl)cc1Cl (stereo not given)	7	x	-20	x	3	0.1	-5	0	0
C=Cc1ccc(CN2CCCN(Cc3ccc(Cl)cc3)S2(=O)=O)cc1	-5	-4	19	3.2	-7	-0.1	2	0	-5
CC(C)(C)NC(=O)COC(=O)/C=C/c1ccccc1[N+](=O)[O-]	0	2	-4	-2.1	3	-0.1	-2	7	-2
COc1ccc(-c2nc3ccccc3[nH]2)cc1	-1	2	1	-6.8	8	0.0	-2	2	-4
CCN(CC(=O)Nc1ccc2c(c1)OCCO2)S(=O)(=O)c1cccs1	-2	-2	12	1.9	-6	0.0	2	1	2
Cc1cccc(OCCC(=O)NCC(c2ccco2)N2CCCCC2)c1 (stereo not given)	-1	1	8	-0.4	6	0.2	-2	1	7
Cc1cc(OC(=O)c2ccco2)c2c(C)cc(=O)oc2c1	2	0	2	2.9	3	0.1	5	0	3
COc1ccccc1OCCCCn1ncc2ccc(OC)c(OC)c2c1=O	-2	7	11	0.8	6	-0.3	1	0	3
NNc1nc2c(-c3cccc(C(F)(F)F)c3)nnn2c2ccccc12	x	x	-40	3.5	x	-0.2	x	0	x
Nn1c(-c2cccc([N+](=O)[O-])c2)nc2ccccc2c1=O	0	2	-17	-1.3	5	0.4	8	0	3
CC(C(=O)NCCCc1ccccc1)c1ccc([N+](=O)[O-])cc1 (stereo not given)	1	-4	-1	0.8	1	0.0	7	3	1
COc1ccccc1C(=O)NCc1ccccn1	-3	-7	9	1.0	8	-0.1	7	0	3
C=CCn1c(CCC(O)COCCC)n[nH]c1=S (stereo not given)	1	-1	13	-5.0	4	-0.1	7	0	-6
Cc1cccc(C(=O)OCC(=O)NC2CC2)c1O	x	x	-13	x	x	0.2	0	1	x
O=C(N/N=C/C=C/c1ccco1)C(O)c1ccccc1 (stereo not given)	3	3	6	0.5	29	0.0	-1	2	18
Cc1noc(/C=C/N(C)C)c1S(=O)(=O)N1CCC(C(=O)O)CC1	-2	3	2	-30*	7	0.0	11	0	10
COc1ccccc1NC(=O)COC(=O)/C=C/c1cccs1	x	x	24	x	x	0.5	9	0	x
CCCN(C(=O)c1cccc(S(=O)(=O)N2CCN(Cc3ccccc3)CC2)c1)C1CCS(=O)(=O)C1 (stereo not given)	-4	-3	3	0.3	-7	-0.1	-2	0	-2
COc1cc2c(cc1OC)[C@@H](Cc1ccc(OCCC#N)cc1)N(C)CC2	6	1	-6	0.2	0	-0.4	3	2	0
CCC(C)NC(=O)CSc1nc2c(sc3ccccc32)c(=O)n1CCCN1CCOCC1 (stereo not given)	8	1	3	2.4	-2	-0.2	-3	0	-3
CC(=O)N(/N=C/c1cccc(C)c1)c1nc(-c2ccc(Br)cc2)cs1	-3	4	-17	x	5	0.0	-1	0	1
COc1ccc2c(C(=O)CN3CCN(c4ccccc4)CC3)c[nH]c2c1	-5	-3	-399	-14	-18	-0.1	-22	0	-4
S=c1[nH]nc(C2CCCCC2)n1/N=C/c1ccncc1	-6	5	-3	-1.1	-8	0.0	6	12	-33
O=C(NNC(=S)NC(=O)c1ccccc1[N+](=O)[O-])c1ccccc1Cl	-11	1	-7	-6.2	11	-0.4	2	0	5
Cc1ccc(SC(C)C(=O)Nc2ccncc2)cc1 (stereo not given)	1	2	-8	1.4	-1	0.0	3	0	1
Cc1c(CN(C)CCc2ccccc2)c(=O)n(-c2ccccc2)n1C	-4	-5	1	-1.2	6	0.0	2	1	3
O=C(c1ccc(CS(=O)(=O)c2ccccc2)o1)N1CCN(c2ncccn2)CC1	-6	-3	0	-1.6	4	0.0	1	0	-3
CCS(=O)(=O)c1ccc2oc(Nc3ccc(C(C)C)cc3)nc2c1	0	-3	7	-0.9	2	-0.3	12	0	0
C=CCc1ccc(OCCOCCNCCOC)c(OC)c1	-2	6	13	-1.2	7	0.0	-6	0	2

Compounds from the list above that have a cyano group, in the order listed:
SMILES	PME-1 inh	Fam108B counter	VLA-4 inh	MEX-5 binding	MCL1 BIM primary	Efflux pump mplx	GLD-1 RNA inh	GRK2 aptamer HTS	Bcl-xL primary
CCN(CC)C(=O)CSC(=Nc1ccccc1F)NC#N	7	3	-16	6.9	-9	0.1	-5	0	-8
COc1cc2c(cc1OC)[C@@H](Cc1ccc(OCCC#N)cc1)N(C)CC2	6	1	-6	0.2	0	-0.4	3	2	0

Next part
SMILES	PME-1 inh	Fam108B counter	VLA-4 inh	MEX-5 binding	MCL1 BIM primary	Efflux pump mplx	GLD-1 RNA inh	GRK2 aptamer HTS	Bcl-xL primary
CC(C)c1ccc(NC(=S)NN2CCN(C)CC2)cc1	-2	-3	3	2.1	10	0.1	5	0	10
COCCn1c(C)cc(C(=O)COC(=O)c2ccc[nH]c2=O)c1C	-3	2	9	-4.1	-1	-0.5	5	1	4
COc1cccc(C(=O)Cn2c(=O)n(CCC(=O)NCC3CCCO3)c(=O)c3cc(OC)c(OC)cc32)c1 (stereo not given)	0	1	5	-0.1	-1	0.0	-4	1	2
O=C(COc1cnc2ccccc2n1)NCCC1=CCCCC1	-3	3	34	0.8	-15	0.3	8	2	-2
CCOC(=O)NNc1ccc2nonc2c1[N+](=O)[O-]	4	12	16	u	25	0.2	2	9	17
Cc1cc(C)c2[nH]c(=O)c(C(c3nnnn3C(C)(C)C)N3CCN(C(=O)c4ccco4)CC3)cc2c1 (stereo not given)	-5	-2	10	-3.7	-1	0.0	-8	0	-1
O=C(NCc1ccc2c(c1)OCO2)c1ccc(CN2CCOCC2)cc1	0	4	7	-0.9	-1	0.3	-4	0	-2
NC(=S)Nc1ccc(F)cc1F	3	-1	18	-2.1	14	-0.1	1	2	7
CC1CCCCN1C(=O)CCS(=O)(=O)c1cc2c(cc1Cl)NC(=O)CO2 (stereo not given)	4	2	-8	0.1	8	0.1	3	1	7
COc1ccc(CC(=O)NCC(c2ccc(OC)cc2)N(C)C)cc1 (stereo not given)	-7	0	0	2.3	4	0.1	5	0	2
CCOC(=O)c1cnn2c(C(F)(F)F)cc(-c3ccco3)nc12	2	-1	6	-1.0	-1	0.0	2	0	4
Cc1cc(-c2ccc(C(=O)O)s2)cnc1N	3	3	8	-1.1	6	-0.1	0	0	3
COc1ccc(N(CC(=O)Nc2ccc(OC)c(OC)c2)S(=O)(=O)c2ccccc2)cc1Cl	11	8	17	-3.0	6	0.0	1	0	4
COc1ccc2cc(C(=O)NCc3ccco3)c(=Nc3ccc(C(=O)O)cc3)oc2c1	-37	-3	7	x	7	0.1	5	0	5
COc1ccc(C2/C(=C(/O)c3ccc4c(c3)CC(C)O4)C(=O)C(=O)N2CCN2CCOCC2)cc1 (stereo not given)	-12	8	2	1.5	-8	0.0	1	1	4
CSc1ncccc1C(=O)OCc1c(F)cccc1Cl	-5	-3	-5	0.8	-1	-0.4	1	2	3
COC(=O)c1ccc(C2/C(=C(/O)c3ccc(OC(C)C)cc3)C(=O)C(=O)N2c2cc(C)on2)cc1 (stereo not given)	0	4	1	-2.2	4	0.0	-1	4	6
O=C(NCc1ccccn1)c1ccc(S(=O)(=O)Nc2ccccc2F)cc1	4	1	7	2.8	10	-0.1	10	1	5
CC(C)C(NC(=O)C1CC(=O)N(Cc2ccccc2)C1)c1nc2ccccc2[nH]1 (stereo not given)	x	x	-1	x	x	-0.2	1	1	x
COc1ccc(-c2csc3ncnc(Sc4nnnn4C)c23)cc1	x	x	10	x	x	-0.2	1	4	x
CN(C)c1ccc(-c2nc3cc(N)ccc3o2)cc1	x	x	-8	-0.3	x	-0.2	x	0	x
CC1CCN(S(=O)(=O)c2ccc3c(c2)N(CC(=O)N(C)Cc2ccco2)C(=O)CO3)CC1	9	4	2	-5.2	-2	-0.1	6	0	0
Cn1cc(C(=O)N2CCCCCC2)c(=O)c2cc(S(=O)(=O)N3CCCCC3)ccc21	0	5	15	-1.5	-4	-0.5	-3	15	-6
COc1ccc(OCC2CCCN(Cc3nc(CC4CC4)no3)C2)cc1 (stereo not given)	4	3	1	0.4	2	0.1	8	2	5
Brc1ccc(Cn2c(-c3cncs3)nc3ccccc32)cc1	-9	1	-3	-0.3	-9	0.1	-7	0	0
CC1CC(C)CN(C(=O)c2cn(C)c3ccc(S(=O)(=O)N(C)C)cc3c2=O)C1 (stereo not given)	3	3	10	0.9	4	0.3	-5	86*	1
CC(C)(C)C(=O)NC1(C(F)(F)F)NC(=O)N(c2ccc(F)cc2)C1=O (stereo not given)	5	1	12	1.3	7	0.0	2	1	2
Cc1cc2c(c(=O)o1)C(c1ccc([N+](=O)[O-])o1)C(C#N)=C(N)O2 (stereo not given)	12	6	-9	-11	47*	-0.1	36*	3	46*
CSc1nnc(-c2ccc(C(F)(F)F)cn2)o1	-7	-2	-8	x	2	0.3	-3	0	3
Cn1c(CN2CCCCC2)nc2cc(NS(=O)(=O)c3ccc(Cl)cc3)ccc21	-5	5	-23	-3.6	3	0.1	3	0	5
